PAFAH1B3 FP inh: PAFAH1B3 (human) inhibition; inhibition, % at 3.39 µM; recombinant PAFAH1B3, FP-rhodamine probe, fluorescence polarization; actives 0.28% (n = 340,000); Q15102;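 active means inhibition above the screen-wide average of all tested compounds plus 3 SD, cut at about 25% in these data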;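 further: 0% = enzyme with DMSO only and 100% = wells lacking PAFAH1B3 protein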
Target sequence (Q15102 whole entry, looked up): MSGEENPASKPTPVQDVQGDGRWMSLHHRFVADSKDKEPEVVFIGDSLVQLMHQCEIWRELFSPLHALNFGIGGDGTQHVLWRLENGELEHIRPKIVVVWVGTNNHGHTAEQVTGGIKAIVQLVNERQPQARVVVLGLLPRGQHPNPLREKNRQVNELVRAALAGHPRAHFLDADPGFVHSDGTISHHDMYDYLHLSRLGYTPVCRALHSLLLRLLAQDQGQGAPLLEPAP
GSTO1 inh: GSTO1 inhibition, counter-screen for RBBP9 inhibitors. P78417. recombinant GSTO1, activity-based probe fluorescence polarization. inhibition, % at 5.96 µM. actives 1.1% (n = 300,000). AID 1974;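 active means inhibition above the campaign mean inhibition plus 3 SD, cut at about 35% in these data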;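 further: 0% = GSTO1-1 with DMSO and 100% = wells lacking GSTO1-1 enzyme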
PME-1 primary: PME-1 (human) inhibition; inhibition, % at 5.9 µM; AID 2130; actives 0.53% (n = 320,000); Q9Y570; recombinant PME-1, FP-Rh probe fluorescence polarization;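 active means inhibition above the campaign mean of all compounds plus 3 SD, cut at about 26% in these data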;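 further: competitive labeling of PME-1 active site by serine hydrolase directed probe; 0% = PME-1 with DMSO and 100% = wells lacking PME-1 enzyme; inhibitors block probe labeling so polarization falls and inhibition rises; many of its hits are not listed in these tables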
LYPLA1 counter: counter-screen for PME1 inhibitors: inhibitors of human LYPLA1. O75608. recombinant LYPLA1, FP-Rh probe fluorescence polarization. inhibition, % at 5.9 µM. actives 0.16% (n = 320,000). AID 2174;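 active means inhibition above the mean of all tested compounds plus 3 SD, set per campaign, cut at about 14% in these data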;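 further: inhibitors block serine hydrolase probe labeling of LYPLA1 so polarization falls; 0% = enzyme with DMSO and 100% = wells lacking LYPLA1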
PAFAH1B2 FP inh: PAFAH1B2 (human) inhibition | P68402 | recombinant PAFAH1B2, FP-rhodamine activity probe, fluorescence polarization | inhibition, % at 3.39 µM | actives 1.2% (n = 340,000);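 active means inhibition above the mean of all tested compounds plus 3 SD, cut at about 24% in these data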;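 further: 0% = enzyme with DMSO and 100% = wells lacking PAFAH1B2; many of its hits are not listed in these tables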
PAD4 inh: inhibitors of human PAD4 | recombinant PAD4, RCA probe fluorescence polarization | inhibition, % at 6.36 µM | actives 0.41% (n = 330,000) | Q9UM07;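 active means percent inhibition above a cutoff equal to the mean of all tested compounds plus 3 SD, cut at about 15% in these data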;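 further: 0% = PAD4 with RCA probe and DMSO and 100% = probe without PAD4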
LYPLA2 inh: LYPLA2 (human) inhibition in PME1 counter-screen. inhibition, % at 5.9 µM. O95372. recombinant LYPLA2, FP-Rh probe fluorescence polarization. actives 0.38% (n = 320,000);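 active means inhibition above the screen-wide mean plus 3 SD, limit set per campaign, cut at about 26% in these data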;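 further: 0% = LYPLA2 with DMSO and 100% = wells lacking LYPLA2 enzyme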
Target sequence (O95372 whole entry, looked up): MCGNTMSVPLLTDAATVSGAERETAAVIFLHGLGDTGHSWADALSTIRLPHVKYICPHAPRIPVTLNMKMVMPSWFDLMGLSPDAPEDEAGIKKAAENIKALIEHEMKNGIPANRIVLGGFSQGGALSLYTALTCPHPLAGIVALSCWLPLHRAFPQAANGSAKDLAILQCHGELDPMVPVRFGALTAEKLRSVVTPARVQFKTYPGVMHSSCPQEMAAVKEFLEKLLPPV
pPAFAH inh: pPAFAH (human) enzyme inhibition; recombinant pPAFAH, FP-rhodamine probe fluorescence polarization; actives 1.5% (n = 330,000); Q13093; inhibition, % at 3.39 µM;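 active means inhibition above the mean inhibition across the screen plus 3 SD, cut at about 25% in these data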;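 further: inhibitors block binding of the rhodamine activity-based probe so polarization drops; 0% = enzyme with DMSO and 100% = wells lacking pPAFAH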
Target sequence (Q13093 whole entry, looked up): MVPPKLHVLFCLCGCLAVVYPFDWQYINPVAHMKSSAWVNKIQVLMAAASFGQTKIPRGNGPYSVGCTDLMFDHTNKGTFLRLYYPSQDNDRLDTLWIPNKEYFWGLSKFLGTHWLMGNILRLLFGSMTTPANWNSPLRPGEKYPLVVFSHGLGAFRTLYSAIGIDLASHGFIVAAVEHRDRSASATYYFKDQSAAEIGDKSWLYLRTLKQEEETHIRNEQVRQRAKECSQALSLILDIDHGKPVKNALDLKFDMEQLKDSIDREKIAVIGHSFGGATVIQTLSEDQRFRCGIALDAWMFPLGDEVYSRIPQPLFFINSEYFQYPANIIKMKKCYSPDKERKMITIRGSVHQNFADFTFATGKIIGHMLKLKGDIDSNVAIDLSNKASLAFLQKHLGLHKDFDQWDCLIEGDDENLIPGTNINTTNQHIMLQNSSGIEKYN
PREPL inhibitor: inhibitors of human prolyl oligopeptidase-like enzyme PREPL | inhibition, % at 5.96 µM | actives 0.68% (n = 320,000) | Q4J6C6 | recombinant PREPL, fluorescence polarization activity-based probe; in the data active means inhibition above about 43%;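 further: 0% = enzyme with DMSO and 100% = wells lacking enzyme; many of its hits are not listed in these tables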
* = called active by the depositor; / = not tested or not shown. A portion of the library; the hit share may differ from the screen's.

(1) CC1CN(C(=O)COC(=O)/C=C/c2cccc([N+](=O)[O-])c2)CC(C)O1 (configuration not stated)
(2) Cc1ccccc1NC(=O)C1CCN(c2cc(-c3ccccc3)nc3ncnn23)CC1
(3) O=C1/C(=C/C=C/c2ccccc2)Oc2c1ccc(O)c2CN1CCN(CCO)CC1
(4) CC1CC(C)CN(c2ncnc3c2cnn3Cc2ccc(Cl)cc2)C1 (configuration not stated)
(5) O=C(NC1CCCC1)C1CC(=O)N(c2ccc(F)cc2)C1 (configuration not stated)
(6) COc1ccc(C(=O)Nc2ccccc2C(=O)Nc2ccccn2)cc1
assay / entry	1	2	3	4	5	6
PAFAH1B3 FP inh	3	1	3	5	0	-1
GSTO1 inh	/	-7	5	0	-3	6
PME-1 primary	/	8	-4	3	2	-2
LYPLA1 counter	/	1	-2	-4	-1	-4
PAFAH1B2 FP inh	5	4	-3	7	3	-2
PAD4 inh	1	3	-2	0	-8	2
LYPLA2 inh	/	12	0	-3	4	-3
pPAFAH inh	9	-1	7	0	3	-5
PREPL inhibitor	11	8	26	3	2	3

(7) CC(C)c1nnc(NC(=O)C2CC(=O)N(CCc3ccc(F)cc3)C2)s1 (configuration not stated)
(8) O=C(COc1ccc(Cl)cc1)Nc1ncccn1
(9) CC(C)CC(C(=O)NC(=O)NCc1ccccc1)N1C(=O)c2ccccc2C1=O (configuration not stated)
(10) Cc1ccn2c(=O)nc(SCC(=O)N3CCCCC3)nc2c1
(11) O=C(NC1CC1)C1=C[C@H](c2ccc(C(F)(F)F)cc2)C[C@H](OCCCCO)O1
(12) C/C(=N\Nc1nccnc1Cl)c1c(F)c(F)c(F)c(F)c1F
assay / entry	7	8	9	10	11	12
PAFAH1B3 FP inh	3	1	2	2	-14	-1
GSTO1 inh	-3	0	0	12	-5	3
PME-1 primary	3	0	-2	-7	-6	-8
LYPLA1 counter	1	1	-1	3	-3	0
PAFAH1B2 FP inh	0	1	1	3	2	4
PAD4 inh	-2	2	-5	-1	-3	3
LYPLA2 inh	3	1	-6	5	-3	3
pPAFAH inh	7	2	11	8	-5	1
PREPL inhibitor	-2	4	5	0	0	-4

Whole records as entered above. Order of values: PAFAH1B3 FP inh | GSTO1 inh | PME-1 primary | LYPLA1 counter | PAFAH1B2 FP inh | PAD4 inh | LYPLA2 inh | pPAFAH inh | PREPL inhibitor
O=C1/C(=C/C=C/c2ccccc2)Oc2c1ccc(O)c2CN1CCN(CCO)CC1 reads 3 | 5 | -4 | -2 | -3 | -2 | 0 | 7 | 26
CC1CC(C)CN(c2ncnc3c2cnn3Cc2ccc(Cl)cc2)C1 (configuration not stated) reads 5 | 0 | 3 | -4 | 7 | 0 | -3 | 0 | 3

Next structures.
(13) COC(=O)C1=CN(Cc2ccc(OC)c(OC)c2)C=C(C(=O)OC)C1c1cccc(F)c1
(14) CCNc1nc2c(c(=O)[nH]c(=O)n2C)n1CC(C)C
(15) CC1(/[N+]([O-])=C/c2cccc(Cl)c2)CCCCC1=O (configuration not stated)
(16) Cc1ccc(-c2csc3nc4c5ccccc5c(NCCCN(C)C)nn4c(=O)c23)cc1
(17) Cc1ccc(C)c(NC(=O)c2cc(S(=O)(=O)N3CCOCC3)cn2C)c1
(18) CC(C)c1ccc(NC(=O)CSc2nnc(CN3CCOCC3)n2C)cc1
assay / entry	13	14	15	16	17	18
PAFAH1B3 FP inh	12	2	10	16	8	6
GSTO1 inh	4	4	1	-12	0	15
PME-1 primary	2	1	-1	4	0	-1
LYPLA1 counter	4	-1	-2	-4	0	0
PAFAH1B2 FP inh	1	0	6	7	4	1
PAD4 inh	0	-3	1	-6	2	-8
LYPLA2 inh	6	-3	2	-3	1	-4
pPAFAH inh	2	-1	-2	2	3	1
PREPL inhibitor	-5	-2	5	-12	-8	-1

(19) O=C(CSc1ccc(Cl)cc1)NCc1ccncc1
(20) CC(=O)Nc1ccc(/C=N/NC(=O)CCN2CCN(c3ccccc3)CC2)cc1
(21) CCOc1ccccc1N1CCN(C(=O)c2ccccc2OCc2c(C)noc2C)CC1
(22) CCn1nnc2c(=O)oc3ccccc3c21
(23) CCN(CC)S(=O)(=O)c1ccc2c3c(cccc13)C(=O)S2
(24) COc1ccc(NC(=O)CCNS(=O)(=O)c2ccc3c(c2)c(=O)n(C)c(=O)n3C)c(OC)c1
assay / entry	19	20	21	22	23	24
PAFAH1B3 FP inh	4	2	12	9	5	3
GSTO1 inh	12	4	/	7	3	-1
PME-1 primary	-3	0	5	-3	0	6
LYPLA1 counter	-5	0	-1	-1	-1	-3
PAFAH1B2 FP inh	29*	3	4	-2	5	-5
PAD4 inh	-3	-5	4	-3	5	-3
LYPLA2 inh	-10	4	2	2	0	3
pPAFAH inh	5	8	3	3	9	-3
PREPL inhibitor	11	16	12	-3	-37	14

(25) CC1(CC(=O)NNC(=O)Nc2ccccc2)OCCCO1
(26) O=S(=O)(c1cccc(-c2nnco2)c1)N1CCCC1
(27) CN(C)S(=O)(=O)c1ccc(Cl)c(NC(=O)COC(=O)CCC2CCCCC2)c1
(28) COc1ccc2nc(NC(=O)c3ccccc3O)sc2c1
(29) O=c1c2ccccc2sn1-c1ccc(S(=O)(=O)N2CCCCC2)cc1
(30) Cc1ccc(NC(=O)CCC(=O)OCC(=O)c2ccc(Oc3ccc([N+](=O)[O-])cc3)cc2)cc1C
assay / entry	25	26	27	28	29	30
PAFAH1B3 FP inh	8	1	2	7	8	5
GSTO1 inh	-1	3	/	8	-6	-4
PME-1 primary	0	-2	/	-85	3	4
LYPLA1 counter	1	2	/	-7	-4	2
PAFAH1B2 FP inh	0	-4	5	5	8	11
PAD4 inh	-5	0	3	-4	6	-5
LYPLA2 inh	8	4	/	-14	-1	36*
pPAFAH inh	1	-11	25*	13	10	6
PREPL inhibitor	7	10	5	0	-2	-1

(31) CC[C@]12c3[nH]c4ccccc4c3CCN1C(=O)C(CC(=O)NCCc1ccccn1)C[C@@H]2C(=O)N1CCN(C(=O)c2ccco2)CC1 (some centres not stated)
(32) CSc1ccc(CN(C)C(=O)c2cc(=O)[nH]c3ccccc23)cc1
(33) CC(C)n1nnnc1SCC(=O)Nc1ccccc1N1CCOCC1
(34) CCN(c1ccccc1)S(=O)(=O)c1ccc(C(=O)Nc2cccc(NC(C)=O)c2)cc1
(35) N#Cc1c(N)nc2c(c1-c1cccnc1)CCCCC2
(36) O=C(N/N=C/c1cccnc1)c1cc(C2CC2)nc2ccccc12
assay / entry	31	32	33	34	35	36
PAFAH1B3 FP inh	9	3	4	-4	5	10
GSTO1 inh	/	3	2	/	2	5
PME-1 primary	/	-4	4	/	2	-6
LYPLA1 counter	/	-1	-8	/	4	1
PAFAH1B2 FP inh	4	3	0	5	4	3
PAD4 inh	-7	1	-3	-5	-6	-6
LYPLA2 inh	/	5	-8	/	14	-5
pPAFAH inh	4	6	3	-4	1	1
PREPL inhibitor	15	-5	1	17	4	6

(37) CN(C)S(=O)(=O)c1cccc(C(=O)Nc2cccnc2)c1
(38) CCCC(=O)Nc1ccc(S(=O)(=O)Nc2cc(C)nc(C)n2)cc1
(39) CCn1cc(CN2CCCC(CO)(Cc3ccc(F)cc3)C2)c2ccccc21 (configuration not stated)
(40) CC(C)[C@H](NC(=O)c1ccccc1Cl)C(=O)OCc1cc(=O)n2cc(Br)ccc2n1
(41) COc1ccc(NC(=O)N(C)C[C@H]2Oc3c(NC(=O)Cc4ccccc4)cccc3C(=O)N([C@H](C)CO)C[C@@H]2C)cc1
(42) COc1ccc(/C(C)=N\Nc2nc(-c3ccccc3)cc(=O)[nH]2)cc1
assay / entry	37	38	39	40	41	42
PAFAH1B3 FP inh	4	8	2	6	16	2
GSTO1 inh	-3	7	5	0	/	-3
PME-1 primary	-2	0	-3	-3	/	2
LYPLA1 counter	2	2	-3	1	/	2
PAFAH1B2 FP inh	7	1	-5	1	3	2
PAD4 inh	-5	4	-3	-1	-5	3
LYPLA2 inh	6	-7	-4	-2	/	-1
pPAFAH inh	3	3	3	4	4	-5
PREPL inhibitor	-6	2	4	17	17	12

(43) Cc1cc(C(=O)CSc2nnc(-c3ccco3)o2)c(C)n1-c1ccc2c(c1)OCCO2
(44) CCN(CC)c1ccc(/C=N/n2c(C)cc(C)cc2=O)cc1
(45) Cc1ccc(C)c(N(C(=O)c2snc(C(N)=O)c2N)C(C(=O)NCC2CCCO2)c2cccs2)c1 (configuration not stated)
(46) Cc1ccc2[nH]c(O)c(N=NC(=O)CCc3ccccc3)c2c1Br
(47) CCOC(=O)c1cnn(-c2ccccc2)c1NC(=O)CSc1nnc(-c2cccs2)n1CC
(48) O=C(Nc1ccccn1)c1ccc(S(=O)(=O)c2ccc(Cl)cc2)cc1
assay / entry	43	44	45	46	47	48
PAFAH1B3 FP inh	7	5	3	4	-1	1
GSTO1 inh	18	1	-3	6	-3	-6
PME-1 primary	-4	-6	-5	1	-2	7
LYPLA1 counter	-4	0	-1	-5	-2	-2
PAFAH1B2 FP inh	-5	6	1	-2	5	24*
PAD4 inh	-2	-3	-5	-3	0	3
LYPLA2 inh	-2	-3	-6	9	-4	11
pPAFAH inh	-2	4	3	6	-1	1
PREPL inhibitor	5	-6	2	12	6	8

5 of the entries above in order of their number in PREPL inhibitor, high to low:
#	Compound	PREPL inhibitor
46	Cc1ccc2[nH]c(O)c(N=NC(=O)CCc3ccccc3)c2c1Br	12
47	CCOC(=O)c1cnn(-c2ccccc2)c1NC(=O)CSc1nnc(-c2cccs2)n1CC	6
43	Cc1cc(C(=O)CSc2nnc(-c3ccco3)o2)c(C)n1-c1ccc2c(c1)OCCO2	5
45	Cc1ccc(C)c(N(C(=O)c2snc(C(N)=O)c2N)C(C(=O)NCC2CCCO2)c2cccs2)c1 (configuration not stated)	2
44	CCN(CC)c1ccc(/C=N/n2c(C)cc(C)cc2=O)cc1	-6

Further structures
(49) Cc1ccc(C)c(NS(=O)(=O)c2ccc(NC(=O)CSc3ccc(Cl)cc3)cc2)c1
(50) CC1(C)CC(=O)C(=Cc2cn(-c3ccccc3)nc2-c2ccccc2)C(=O)C1
(51) c1cc(CNc2ccc3c(c2)OCCO3)ccn1
(52) CCCc1c(C(=O)NNc2ccc(C)cc2)cnn1-c1ccccc1
(53) COCCNC(=O)c1ccc(NC(C)=O)cc1
(54) Cc1cccc(NCc2ccc(O)c3ncccc23)c1
(55) CC(=O)C1=C(C)N2CCN=C2S1
assay / entry	49	50	51	52	53	54	55
PAFAH1B3 FP inh	-1	7	0	-1	-1	5	3
GSTO1 inh	-7	0	8	12	0	9	6
PME-1 primary	-5	-5	0	2	2	0	7
LYPLA1 counter	-6	5	2	1	1	1	1
PAFAH1B2 FP inh	18	4	7	4	-2	-1	4
PAD4 inh	1	-2	-2	5	5	-5	-1
LYPLA2 inh	-11	3	11	-1	2	4	-4
pPAFAH inh	9	7	-2	4	2	0	4
PREPL inhibitor	2	-5	5	-1	3	29	9
